MITF primary: human MITF inhibition, primary screen; O75030; AlphaScreen MITF homodimerization, bead proximity signal; inhibition, % at 2.6 µM; 650,000 tested, 0.91% active; AID 1259374; in the data active = inhibition above about 50%;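 note: 0% = vehicle wells with protein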
Target sequence (O75030 whole entry, looked up): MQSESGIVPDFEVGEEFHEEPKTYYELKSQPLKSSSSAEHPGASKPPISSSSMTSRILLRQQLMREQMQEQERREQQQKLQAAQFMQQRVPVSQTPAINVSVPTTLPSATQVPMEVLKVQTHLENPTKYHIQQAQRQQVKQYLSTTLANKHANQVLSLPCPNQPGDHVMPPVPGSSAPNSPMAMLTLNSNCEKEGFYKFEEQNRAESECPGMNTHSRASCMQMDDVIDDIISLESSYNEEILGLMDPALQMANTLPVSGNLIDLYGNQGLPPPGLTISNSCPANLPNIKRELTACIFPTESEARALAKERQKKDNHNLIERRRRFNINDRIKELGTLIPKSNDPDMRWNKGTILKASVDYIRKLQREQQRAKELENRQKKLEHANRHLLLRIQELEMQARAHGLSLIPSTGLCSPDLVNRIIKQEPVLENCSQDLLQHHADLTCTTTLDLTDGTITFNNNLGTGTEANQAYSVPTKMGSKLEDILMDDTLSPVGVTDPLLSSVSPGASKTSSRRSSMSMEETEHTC
FBW7 activator: activators of human E3 ligase FBW7; AlphaScreen FBW7–phospho-cyclin E peptide binding, activator screen; normalized activity (activation), % at 26.1 µM; 650,000 tested, 0.13% active; in the data active = normalized activity above about 1.9%;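 note: purified mutant Fbw7 with reduced substrate affinity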
GPR151 activ: activates the human receptor GPR151. PathHunter beta-arrestin GPR151 cells, luminescence. activation, % at 11.2 µM. 650,000 tested, 1% active. AID 1508602; in the data active = activation above about 4.9%;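 note: 0% = median of compound wells and 100% = cells with positive control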
Target sequence (Q8TDV0 whole entry, looked up): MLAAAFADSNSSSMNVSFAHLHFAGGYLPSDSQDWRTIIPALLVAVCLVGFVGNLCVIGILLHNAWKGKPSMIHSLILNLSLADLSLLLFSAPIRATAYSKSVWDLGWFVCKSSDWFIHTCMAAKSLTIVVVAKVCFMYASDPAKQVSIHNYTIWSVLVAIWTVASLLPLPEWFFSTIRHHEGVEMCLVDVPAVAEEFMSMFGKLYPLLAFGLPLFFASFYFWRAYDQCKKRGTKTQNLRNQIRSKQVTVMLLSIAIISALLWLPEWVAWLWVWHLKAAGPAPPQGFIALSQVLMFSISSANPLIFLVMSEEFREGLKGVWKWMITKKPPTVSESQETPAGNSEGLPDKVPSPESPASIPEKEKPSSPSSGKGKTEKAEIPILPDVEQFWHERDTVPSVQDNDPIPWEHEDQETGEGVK
TEAD-YAP inh: TEAD-YAP interaction inhibition. 640,000 tested, 1.4% active. HEK-TIYL cells, TEAD-Gal4/YAP UAS-luciferase luminescence. AID 1259422. inhibition, % at 9.12 µM; in the data active = inhibition above about 32%;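 note: 0% = median of test compound wells and 100% = reference inhibitor wells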
Active calls of the source: *; . = no result given.

item	mol	FBW7 activator	TEAD-YAP inh	GPR151 activ	MITF primary
1	Cc1cc(C)nc(SCC(=O)N2CCCCC2)n1	0.1	-1.8	7.5*	13.1
2	Cc1cccc(Nc2c(-c3ccccc3)c(=O)c2=O)c1	0.1	-30.9	3.5	-1.1
3	COc1ccc(C(=O)N2N=C(c3ccc(F)cc3)CC2(O)C(F)(F)F)cc1 (stereo unspecified)	-0.1	6.4	4.5	2.6
4	CCOC(=O)CSC1=C(C#N)C(c2ccc(O)c(OCC)c2)CC(=O)N1 (stereo unspecified)	0.2	2.0	-1.6	-0.3
5	COc1ccccc1-c1nn(CCC(=O)NC(C)C)c2nc(C)cc(C)c12	-0.1	-3.8	0.5	-0.6
6	O=C(NCc1ccccc1Br)c1cccnc1	0.1	1.5	-2.1	19.5
7	CCOc1ccc(NC(=O)CSc2nc3cccnc3n2C)cc1	0.0	15.2	0.4	0.3
8	CCOc1ccccc1NC(=O)c1nc2nccc(C)n2n1	0.3	0.7	-1.6	3.2
9	Cc1c(NC(=O)CN2C(=O)C3C4C=CC(C4)C3C2=O)c(=O)n(-c2ccccc2)n1C (stereo unspecified)	0.1	-7.7	0.3	4.5
10	Cc1ccc(-c2n[nH]c(CNC(=O)c3ccc(F)c(F)c3)n2)cc1	0.3	6.2	-0.8	19.2
11	CC1=C(C(=O)OCCc2ccccc2)C(c2ccc(OCc3ccccc3)cc2)NC(=O)N1 (stereo unspecified)	0.5	17.4	-1.7	6.7
12	COc1cc(OC)nc(OCC(=O)N(c2ccccc2Cl)C(C)C)n1	0.3	-8.1	0.6	7.5
13	Nc1nnc(SCC(=O)n2c3ccccc3c3ccccc32)s1	-0.1	-10.9	1.2	-0.8
14	CCCN(CCC)C(=O)C[n+]1ccc(C(N)=O)cc1	0.0	-6.9	-0.4	15.0
15	CC(=O)c1cccc(NC(=O)N2CCC(c3nc4cc(C)c(C)cc4[nH]3)CC2)c1	-0.1	-10.0	-0.1	-4.9
16	O=C(Nc1ccc(I)cc1)c1cccc(Cl)c1	0.0	-42.7	0.0	13.2
17	COc1cccc(CNC(=O)c2cc3ccc(-c4cn[nH]c4C)nc3[nH]2)c1	-0.2	-1.2	-1.3	10.8
18	CNc1nc(C23CC4CC(CC(C4)C2)C3)cs1	-0.1	4.3	0.0	1.6
19	O=C(COc1ccc(Cl)cc1Cl)N1CCN(S(=O)(=O)C2CC2)CC1	0.0	-10.3	1.8	1.8
20	O=C(CNC(=O)c1ccco1)NCC(=O)OCc1cccc(C(=O)Oc2ccccc2)c1	0.1	-10.7	-0.9	0.4
21	O=C(CC1C(=O)NCCN1Cc1cccc2ccccc12)NCCc1cccc(Cl)c1 (stereo unspecified)	0.1	12.7	0.3	0.8
22	Nc1ccc(C(=O)OCC(=O)Nc2ccc(Br)cc2F)cc1	0.1	1.8	2.6	3.9
23	O=C(Nc1nc2ccccc2n1CCOc1ccccc1)c1ccc(F)cc1	0.2	-24.4	0.9	10.7
24	CC1=C(C(=O)Nc2ccccc2)C(c2cccs2)C(C#N)=C(SCC(=O)Nc2ccc(C)cc2)N1 (stereo unspecified)	0.0	-1.5	-0.2	-2.4
25	CCOC(=O)c1ccccc1NC(=O)c1sc2ncn(CC(=O)N3CCCCC3)c(=O)c2c1C	-0.1	-2.1	-0.4	-2.3
26	O=S(=O)(c1cccc2nonc12)N1CCN(c2ccccc2)CC1	0.2	4.3	-1.0	10.6
27	O=C(Nc1nccs1)c1ccc(I)cc1	0.0	-29.9	0.6	8.1
28	COc1ccccc1NC(=O)N1CCN(S(=O)(=O)c2ccc(F)c(F)c2F)CC1	0.2	0.6	-0.1	5.5
29	COc1ccc(/C=N/NC(=O)CCC(=O)Nc2ccc(F)cc2)cc1OC	0.3	4.8	-0.1	7.0
30	O=C(NN1CCOCC1)c1sc2cc([N+](=O)[O-])ccc2c1Cl	0.1	-2.1	3.1	-4.9
31	Cc1cccc(Nc2ccc(N3CCN(C(=O)c4cccc(F)c4)CC3)nn2)n1	0.3	7.5	1.4	4.5
32	CC(Cc1ccc(O)cc1)N1CCOc2ccc(CN3CCOCC3)cc2C1 (stereo unspecified)	0.2	9.2	-0.1	13.2
33	Cc1cc(O)c2c(C)cc(=O)oc2c1	0.0	2.9	2.2	4.7
34	O=S1(=O)N=C(SCc2ccc(F)cc2)Nc2ccc(Cl)cc21	-0.1	9.6	0.3	8.4
35	NS(=O)(=O)c1ccc(CNc2ccc3ccccc3n2)cc1	0.0	-32.7	1.1	5.9
36	Nc1c(Nc2cccc(C(=O)O)c2)c2ccccc2oc1=O	0.0	-2.5	-0.2	2.6
37	CC(C)(C)NC(=O)Cn1c(=O)oc2cc(S(=O)(=O)N3CCCCCC3)ccc21	0.0	-4.7	0.0	-11.8
38	CCn1cc(CN2CCN3C(=O)[C@H](COCc4ccccc4)NC(=O)[C@H]3C2)c(C)n1	0.2	0.6	-0.9	10.5
39	O=C(O)/C=C\C(=O)N(c1ccccc1)c1ccccc1C(=O)O	-0.3	-7.1	0.8	7.1
40	COC(=O)C1=Nc2ccccc2/C1=C\c1sc(=O)[nH]c1O	0.2	11.3	-0.8	6.8
41	C[C@H](Cc1ccc(O)c(O)c1)[C@@H](C)Cc1ccc(O)c(O)c1	-0.1	-17.5	-1.0	8.6
42	CCN1CCN(C(c2cccs2)C(C)NC(=O)c2ccco2)CC1 (stereo unspecified)	0.1	-10.0	-0.8	-14.3
43	CCCCC[C@H](O)/C=C/[C@H]1C(=O)CC(=O)[C@@H]1C/C=C\CCCC(=O)O	.	.	-0.5	7.8
44	CCCCNC(=O)c1csc2nc(-c3ccc(F)cc3)cn12	0.0	-23.8	1.1	11.1
45	CCc1ccc(C2=NC(c3cccc(Br)c3)NC(c3cc(Br)ccc3O)C2)cc1 (stereo unspecified)	-0.3	7.8	0.3	3.1
46	CNc1nc(Nc2ccc([N+](=O)[O-])cc2)nc(OCC(F)(F)C(F)F)n1	0.1	-8.3	-2.0	18.2
47	Cc1ccc(CNc2oc(-c3ccco3)nc2C#N)cc1	0.1	-15.4	1.4	11.6
48	CCOc1ccc(NC(=O)COc2ccccc2C(C)C)cc1	0.1	-6.3	1.2	-12.2
49	Cc1nc(NCc2ccccc2)cc(-c2cncc(Br)c2)n1	0.1	-53.4	0.1	0.5
50	N#Cc1c(SCC(N)=O)nc2c(c1-c1cccs1)CC/C2=C/c1cccs1	0.0	-6.3	-0.3	-1.3
51	COc1ccc2c(C=Nc3ccccc3)c(O)n(-c3ccccc3OC)c(=O)c2c1	0.1	-6.2	2.7	2.0
52	Cc1ccc(N2CCn3c(SCC(=O)Nc4ccc(C)cc4C)nnc32)cc1	0.0	4.3	1.0	-3.7
53	Cc1ccc(-c2cc(C(F)(F)F)n3nc(C(=O)O)cc3n2)cc1	-0.1	-3.5	1.2	5.9
54	Cc1nc2ccccc2c2nn(CC(=O)NC3CCCCC3)c(=O)n12	0.1	-6.3	0.3	9.7
55	COc1cc(CNc2nccn3c(-c4cccs4)cnc23)cc(OC)c1OC	0.0	6.1	-0.6	-7.2
56	CC(=O)Nc1ccc(NC(=O)c2ccc(-c3ccc([N+](=O)[O-])cc3C)o2)cc1	0.0	10.3	-1.0	4.7
57	CCN1CCN(c2cc(C)c3cc(NC(=O)c4cccc([N+](=O)[O-])c4)ccc3n2)CC1	-0.1	9.2	-0.4	-8.1
58	COc1ccc(CCNC(=O)c2cncc(Nc3ccccn3)c2)cc1	0.3	-10.8	-0.6	12.4
59	Cc1cc(CSc2nc3ccccc3[nH]2)c(C)cc1CSc1nc2ccccc2[nH]1	-0.1	15.2	0.0	-4.5
60	COC(=O)C(Cc1ccccc1)NC(=O)C(Cc1ccccc1)NC(=O)C(CC(N)=O)NC(=O)OC(C)(C)C (stereo unspecified)	-0.1	7.6	4.4	-52.5

Single records, as listed above. Order of values: FBW7 activator, TEAD-YAP inh, GPR151 activ, MITF primary
Cc1ccc(N2CCn3c(SCC(=O)Nc4ccc(C)cc4C)nnc32)cc1 is entered as 0.0, 4.3, 1.0, -3.7
CCCCNC(=O)c1csc2nc(-c3ccc(F)cc3)cn12 is entered as 0.0, -23.8, 1.1, 11.1

Other records:
item	mol	FBW7 activator	TEAD-YAP inh	GPR151 activ	MITF primary
61	O=C(CN1N=NC2C(=O)N(c3ccccc3)C(=O)C21)Nc1ccc(Br)cc1 (stereo unspecified)	0.1	2.9	-1.0	2.5
62	Cc1cccc(Cc2nnc(CCC(=O)NCc3cc(C)n(C)n3)o2)c1	0.0	5.8	0.2	-1.3
63	O=C(NCc1ccccn1)c1ccc2c(=O)n(Cc3ccccc3Cl)c(=S)[nH]c2c1	0.3	-6.0	-1.6	-0.7
64	CCn1nc(C(=O)OCC(=O)Nc2cc(C)on2)c2ccccc2c1=O	0.1	-3.8	0.0	12.4
65	Cc1c(NC(=O)c2ccc(Oc3ccc([N+](=O)[O-])cc3)cc2)c(=O)n(-c2ccccc2)n1C	0.0	-2.2	-0.6	-5.6
66	CCCCC(=O)Nc1c2c(nn1-c1ccccc1C)CS(=O)C2 (stereo unspecified)	0.1	7.5	2.2	-6.8
67	CC(C)CC(=O)Nc1ccnn1C1CCN(Cc2ccon2)CC1	0.1	1.7	-1.1	-4.1
68	Cc1ccc(CN=Cc2c(NCc3ccc(C)cc3)nc3ccccn3c2=O)cc1	-0.2	-16.4	5.3*	1.4
69	CC1CCN(C(=O)C(C)(C)Oc2ccc(Cl)cc2)CC1	0.7	-3.4	-1.1	-1.0
70	CC(C)CCNC(=O)CCn1c(=O)sc2ccccc21	0.0	-4.8	0.1	-0.5
71	Cc1ccc2nc3c(cc(C#N)c(=N)n3CCN3CCOCC3)c(=O)n2c1	0.0	-32.1	-0.9	0.3
72	CN1CCN(C(=O)c2ccc(-c3cc(Nc4ccccc4)ncn3)cc2)CC1	-0.1	8.2	-0.5	1.6
73	CCOc1cccc(C=C2C(=O)NC(=O)NC2=O)c1	0.0	10.0	-0.5	9.3
74	CCOc1ccc(NC(=O)c2ccc(F)c(S(=O)(=O)N3CCC(C)CC3)c2)cc1	0.0	2.8	-0.2	-6.7
75	CCC1CCCCN1S(=O)(=O)c1ccc(Cl)c(Cl)c1 (stereo unspecified)	0.2	4.7	-1.2	14.8
76	CCOc1cc(C2NC(=O)NC(c3ccccc3)=C2C(C)=O)ccc1OC(C)=O (stereo unspecified)	-0.1	-6.0	-0.1	-0.2
77	COCCOC(=O)C1=C(C)NC(=O)NC1c1cccc(O)c1 (stereo unspecified)	0.1	7.0	0.7	-6.7
78	Cn1c(=O)c2c(-c3ccc4c(c3)OCO4)cc(-c3cccs3)nc2n(C)c1=O	-0.2	-1.2	-0.5	8.6
79	Cc1ccc(NC(=O)Cn2cnc3sc(C(=O)N4CC(C)CC(C)C4)c(C)c3c2=O)cc1Cl (stereo unspecified)	0.1	10.2	-1.0	3.4
80	COc1cccc(C(=O)NCc2nc(-c3ccc(C)cc3)no2)c1OC	-0.1	4.5	0.8	-12.3
81	NS(=O)(=O)c1ccc(CCN2C(=O)CCC2=O)cc1	-0.1	-0.9	2.0	-10.8
82	Cc1nc(SCC(=O)c2ccc(Cl)cc2)n[nH]1	-0.1	5.8	1.6	-5.8
83	N[C@@H]1[C@@H](O)[C@H](O)[C@@H](CO)O[C@H]1O	0.0	-2.8	1.7	20.9
84	COc1ccc2oc(=Nc3ccccc3OC)c(-c3nc4ccccc4[nH]3)cc2c1	0.7	-15.5	-2.7	6.9
85	O=[N+]([O-])c1ccc2nc(/C=C/c3ccccc3)[nH]c2c1	-0.1	-2.9	-0.7	-3.6
86	NCCCC[C@@H]1NC(=O)[C@@H]2C[C@H](NCc3ccccc3F)CN2C1=O	0.0	1.2	0.9	-2.5
87	O=C(Cn1nnc(-c2ccccc2-n2cnnn2)n1)Nc1ccccc1Br	-0.2	10.8	2.9	0.6
88	CC(=O)N1CCc2c(sc(NC(=O)c3sc4ccccc4c3Cl)c2C#N)C1	-0.1	8.2	-0.9	5.8
89	N#C/C(=C\c1ccc(O)cc1)C(=O)Nc1ccc(F)cc1	0.2	-15.7	0.2	-17.2
90	Cc1ccccc1NC(=O)C(C(C)C)N1C(=O)c2ccccc2C1=O (stereo unspecified)	0.0	0.1	2.5	-0.3
91	Cc1cc(C(F)(F)F)nc(SCC(=O)Nc2cccc(C(F)(F)F)c2)c1C#N	0.2	2.2	-0.9	2.5
92	CC(=O)c1cccc(NC(=O)N2CCCC2C(=O)Nc2ccc(C)cc2C)c1 (stereo unspecified)	-0.1	13.9	0.1	-8.8
93	COc1ccc(NC(=O)N2CCCC2C(=O)NCC2CCCCC2)cc1 (stereo unspecified)	0.0	1.3	0.1	0.2
94	Cc1ccc(OCC(=O)Nc2ccc(S(=O)(=O)N3CCCC3)cc2)c(C)c1	0.0	3.0	1.5	5.9
95	Cc1csc(NC(=O)CSc2nnc3[nH]c(=O)c(C)c(C)n23)n1	0.1	-2.1	-2.6	-9.8
96	Cc1ccc(-c2nnn(CC(=O)Nc3cccc4ccccc34)n2)c(-n2cnnn2)c1	-0.1	9.1	0.0	-0.7
97	COCCNC(=O)C1c2ccccc2C(=O)N(C)C1c1ccc(OC)cc1 (stereo unspecified)	-0.1	-4.0	-0.4	0.6
98	CSc1ccc(CN2C(=O)C(C)Oc3ccc(F)cc32)cc1 (stereo unspecified)	0.0	-1.6	-0.8	-12.0
99	CCCOC(=O)c1ccc(NC(=S)NC(=O)COc2ccccc2)cc1	0.0	14.6	-0.3	17.4
100	Cc1ccc(S(=O)(=O)NC(=O)N(C2CC2)C2CCN(Cc3ccccc3)CC2)cc1	-0.3	-2.4	2.3	-6.3
